Source: PubChem (several laboratories)
DAX1 inh-1 = DAX1 (NR0B1) inhibition, primary screen; AID 652010; inhibition, % at 6.8 µM; HEK293T StAR-luciferase reporter, SF-1/DAX-1 repression relief; 370,000 compounds, 1.1% hits;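 active means inhibition above the mean over all tested compounds plus 3 SD, cut at about 3.6% in these data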;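 further: 0% = DAX-1 cells with DMSO and 100% = cells lacking DAX-1 with DMSO; higher inhibition means more luminescence from relief of DAX-1 repression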
SMARCA2 act = increases SMARCA2 function in MMTV reporter cells | activation, % at 9.1 µM | 370,000 compounds, 1% hits | MG213 cells, MMTV-luciferase reporter, dexamethasone, overnight; in the data active means activation above about 7.8%;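 further: 0% = vehicle wells and 100% = reference activator wells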
sPLA2-III inh = Blocks human group III sPLA2 activity | QFRET BODIPY PC-A2 liposome hydrolysis, fluorescence | inhibition, % at 12.2 µM | 370,000 compounds, 0.56% hits;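 active means inhibition above mean plus 3 SD of compounds lying within the high and low control bounds, cut at about 19% in these data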;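 further: 0% = median of test compound wells and 100% = no enzyme DMSO wells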
Target sequence (Q9NZ20 whole entry, looked up): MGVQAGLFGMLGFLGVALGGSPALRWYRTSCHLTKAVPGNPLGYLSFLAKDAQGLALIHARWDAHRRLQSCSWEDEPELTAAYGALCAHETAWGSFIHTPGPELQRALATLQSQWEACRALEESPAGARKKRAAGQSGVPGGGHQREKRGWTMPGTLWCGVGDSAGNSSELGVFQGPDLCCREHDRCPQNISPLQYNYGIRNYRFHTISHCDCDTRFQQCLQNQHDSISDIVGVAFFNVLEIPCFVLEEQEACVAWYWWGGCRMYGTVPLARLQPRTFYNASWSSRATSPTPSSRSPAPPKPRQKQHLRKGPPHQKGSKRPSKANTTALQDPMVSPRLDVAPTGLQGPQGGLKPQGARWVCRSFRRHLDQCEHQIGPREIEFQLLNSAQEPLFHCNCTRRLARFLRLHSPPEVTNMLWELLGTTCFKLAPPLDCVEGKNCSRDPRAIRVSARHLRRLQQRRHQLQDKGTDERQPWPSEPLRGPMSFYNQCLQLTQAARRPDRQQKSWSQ
GAA850 FXN act = increases GAA850 frataxin promoter reporter activity | HEK293 lucGAA850 FXN promoter luciferase reporter, 24 h; percent of 10 µM SAHA response | activation, % at 6 µM | 360,000 compounds, 0.56% hits | AID 540364;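 active means activation above the average of all compounds screened plus 3 SD, cutoff fixed separately per campaign, cut at about 7.5% in these data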;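 further: 0% = DMSO wells and 100% = 10 µM SAHA wells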
DAX1 inh-2 = inhibitors of human orphan nuclear receptor DAX1 (NR0B1) | P51843 | HEK293 Gal4-DAX1 luciferase reporter, luminescence | inhibition, % at 6.75 µM | 340,000 compounds, 0.99% hits | AID 504766;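 active means inhibition above the mean over all tested compounds plus 3 SD, cut at about 4.2% in these data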;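 further: 0% = DAX1-transfected cells with DMSO and 100% = empty-vector control cells with DMSO; inhibition shows as a rise in luminescence from relieved DAX1 repression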
Target sequence (P51843 207-470 limits assumed): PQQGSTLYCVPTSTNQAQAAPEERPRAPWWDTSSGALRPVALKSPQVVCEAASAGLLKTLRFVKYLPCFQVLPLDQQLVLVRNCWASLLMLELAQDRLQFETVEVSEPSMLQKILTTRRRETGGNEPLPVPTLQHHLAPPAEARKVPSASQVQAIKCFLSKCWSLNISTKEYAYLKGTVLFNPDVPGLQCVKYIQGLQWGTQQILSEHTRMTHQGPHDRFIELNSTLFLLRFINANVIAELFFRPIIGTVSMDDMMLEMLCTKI
ADAM10 inh = inhibits human ADAM10. recombinant ADAM10, EDANS/DABCYL FRET peptide cleavage, 3 h. inhibition, % at 7 µM. 370,000 compounds, 0.62% hits. AID 720582;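 active means inhibition above a per-campaign cutoff equal to the mean of compounds falling between control-based bounds plus 3 SD, cut at about 20% in these data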;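 further: 0% = DMSO wells while the 100% control is not disclosed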
GC-B act = GC-B (human) receptor activation | P20594 | HEK293-GC-B cells, CNP EC30, cGMP TR-FRET; 0% at EC30 CNP, 100% saturating CNP | activation, % at 10 µM | 370,000 compounds, 0.11% hits;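 active means activation at 10 µM reaching about 35% in either raw or pattern-adjusted values, limit read from the data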
hgDAF-12 ag = activates the H. glycines DAF-12 receptor ligand-binding domain | HEK293 GAL4-hgDAF12 UAS-luciferase reporter, agonist luminescence; normalized to butyrate control | activation, % at 6.8 µM | 370,000 compounds, 1.8% hits | AID 687014;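 active means activation above a cutoff set at the mean of all screened compounds plus 3 SD, cut at about 10% in these data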;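 further: 0% = DMSO wells and 100% = sodium butyrate wells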
GC-A act = GC-A (human) enzyme activation | activation, % at 10 µM | P16066 | AID 1671463 | 370,000 compounds, 0.14% hits | HEK293 GC-A cells, cGMP TR-FRET, EC30 ANP; 0% at EC30 ANP, 100% saturating ANP; in the data active means activation above about 40%
ssDAF-12 act = S. stercoralis DAF-12 activation, primary screen | HEK293 ssDAF-12/GRIP1 lit1-tk-luc reporter, luminescence; % of 3 µM dafachronic acid response | activation, % at 6.8 µM | 370,000 compounds, 1% hits | AID 652126;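 active means activation above the mean over all tested compounds plus 3 SD, cut at about 0.9% in these data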;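 further: 0% = DMSO-only wells and 100% = 3 µM delta7-dafachronic acid wells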
hcDAF-12 act = activators of H. contortus DAF-12 nuclear receptor | activation, % at 6.8 µM | 370,000 compounds, 1.4% hits | HEK293 hcDAF-12 lit1-tk-luc reporter, luminescence; 0% DMSO, 100% Δ7-dafachronic acid | AID 652067;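 active means activation above the mean of all tested compounds plus 3 SD, cut at about 5.5% in these data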;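 further: 100% = response to 3 µM Δ7-dafachronic acid high control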
* marks the source's active call; other numbers are inactive results; . = no result given.

[1] CC1(C)C(=O)Nc2ccccc2N1C(=O)COC(=O)c1ccc([N+](=O)[O-])o1
[2] O=C(O)CNC(=O)CC1S/C(=N/N=C2/NC(=O)CS2)NC1=O (stereo not given)
[3] COCCN1C(=O)N(c2cccc(C)c2)C(=O)C1CC(=O)Nc1ccc(OC)cc1 (stereo not given)
[4] O=C(N/N=C/c1cc(Cl)ccc1O)C(=O)Nc1ccccc1OC(F)(F)C(F)F
[5] CCN(CC(=O)Nc1ccc(NC(C)=O)cc1)C(=O)/C=C/c1ccc2c(c1)OCO2
[6] COc1ccc(S(=O)(=O)N2CCOCC2)cc1NC(=O)CN1C(=O)NC2(CCC(C)CC2)C1=O (stereo not given)
[7] CN(C)/C=C(\C#N)C(=O)c1cccnc1Oc1ccc(F)cc1F
[8] Cc1ccc(C)c(-n2c(CNC(=O)c3ccco3)nnc2SCC(=O)Nc2nccs2)c1

Assay by compound,1,2,3,4,5,6,7,8
DAX1 inh-1,-0.9,0.2,0.0,-0.5,-0.3,-0.5,-1.1,-0.2
SMARCA2 act,-3.5,-2.8,-3.6,-4.3,-3.0,-2.5,5.5,1.4
sPLA2-III inh,7.4,3.3,-3.5,-1.2,-11.2,2.5,-0.5,1.8
GAA850 FXN act,0.9,0.4,1.6,-4.7,3.0,0.7,2.4,0.2
DAX1 inh-2,-0.9,-0.4,-0.6,0.3,0.8,-0.2,1.3,1.1
ADAM10 inh,-10.8,-1.9,20.1*,0.0,-167.6,-6.8,7.6,7.9
GC-B act,-5.2,1.1,3.7,-10.5,-1.2,0.4,3.0,4.3
hgDAF-12 ag,1.0,-1.9,0.2,-5.7,0.8,-1.1,1.1,0.2
GC-A act,1.7,2.4,0.8,0.8,-1.9,1.4,2.4,3.9
ssDAF-12 act,-1.1,-1.1,-0.7,0.9,-0.8,-1.2,-1.8,-1.1
hcDAF-12 act,-1.0,-2.3,0.6,-2.8,-2.3,-0.7,-1.8,-1.1

[9] COc1ccc(-c2cc(C(=O)Nc3ccccc3F)on2)cc1
[10] Cc1cc(=O)[nH]c(N/N=C/c2ccc(OC(=O)c3ccco3)cc2)n1
[11] COc1ccccc1CNC(=O)C1=CCN(S(=O)(=O)c2ccc(C)cc2)CC1
[12] CCOC(=O)c1sc(=NC(=O)c2ccc(Br)cc2)n(C)c1C
[13] CCCn1c(N)c(NCCN2CCOCC2)c(=O)[nH]c1=O
[14] O=C(NCC1(N2CCOCC2)CCCCC1)c1ccc(Cl)c(S(=O)(=O)NCc2ccco2)c1
[15] COc1ccccc1C(=O)C1CCCN(C(=O)c2ccco2)C1 (stereo not given)
[16] COP(=O)(CC(=O)c1ccccc1)CC(=O)c1ccccc1

Assay by compound,9,10,11,12,13,14,15,16
DAX1 inh-1,-0.2,-0.6,-0.5,1.0,-0.2,-0.3,0.0,0.0
SMARCA2 act,1.0,1.4,0.1,2.7,-2.2,-1.1,1.8,-0.1
sPLA2-III inh,6.1,-0.5,-2.7,4.0,-3.3,-6.3,12.1,-0.5
GAA850 FXN act,0.0,0.2,1.8,1.1,1.4,1.1,1.3,2.3
DAX1 inh-2,-0.5,0.8,-0.1,0.1,0.9,0.5,-0.4,-0.1
ADAM10 inh,7.5,0.8,1.0,4.2,-63.2,-3.7,-2.9,-1.1
GC-B act,-5.0,-1.8,1.5,1.5,1.2,2.9,-1.6,0.7
hgDAF-12 ag,1.1,0.3,1.0,1.1,-0.5,-0.2,-3.8,-1.9
GC-A act,2.5,2.9,0.8,11.7,0.1,2.3,0.5,3.4
ssDAF-12 act,-1.0,-1.2,-1.4,-0.4,-1.5,-0.4,-1.0,-0.8
hcDAF-12 act,0.6,0.8,1.1,2.2,-0.8,-0.7,0.3,-1.9

[17] CCOC(=O)C1(Cc2ccc(Cl)cc2)CCN(C2CCC2)CC1
[18] CCCCCc1cc(=O)oc2c(C(CCN3CCCC3)c3cc(OC)c(OC)c(OC)c3)c(OC)cc(OC)c12 (stereo not given)
[19] O=C(CN1CCc2ccccc21)NN1CC(=O)N(c2ccc(Cl)cc2)CC1=O
[20] CCOc1ccc(/C(O)=C2/C(=O)C(=O)N(c3nc(C)c(C)s3)C2c2ccco2)cc1 (stereo not given)
[21] CCOC(=O)C1=C(C)N(C)C(=S)NC1c1ccccc1 (stereo not given)
[22] O=C(COC(=O)C1CC2C=CC1C2)NCCc1ccccc1 (stereo not given)
[23] COCCN1C[C@@H](CO)O[C@@H](n2cnc3c(NCc4cc(OC)c(OC)c(OC)c4)ncnc32)C1
[24] c1cncc(-c2nc(-c3ccc4c(c3)OCO4)cs2)c1

Assay by compound,17,18,19,20,21,22,23,24
DAX1 inh-1,0.2,-0.6,-0.6,0.1,-0.5,-1.7,0.9,2.2
SMARCA2 act,-2.9,0.4,4.7,3.5,-3.0,-0.4,-3.5,7.5
sPLA2-III inh,6.7,-18.3,-13.8,-0.1,9.5,6.5,17.7,-2.9
GAA850 FXN act,-1.8,-3.0,-1.9,0.7,-2.4,-2.4,-1.2,3.8
DAX1 inh-2,-0.1,0.0,0.0,0.1,-1.0,0.1,.,0.7
ADAM10 inh,0.2,-27.1,2.7,-2.8,2.8,5.8,-20.6,-3.4
GC-B act,-4.5,2.5,-1.8,-1.7,6.1,7.7,2.7,2.2
hgDAF-12 ag,-2.5,-1.5,-1.0,4.0,-1.7,1.9,1.0,12.5*
GC-A act,-4.8,-2.2,-3.4,-1.4,3.5,1.1,-6.2,0.6
ssDAF-12 act,-0.4,-1.0,-0.2,-0.5,-1.6,-1.8,-1.4,0.2
hcDAF-12 act,2.6,-1.6,0.9,-1.6,0.2,-0.8,0.4,6.8*

[25] COc1ccc(CN2C[C@]3(C=C(C)Cn4c(=O)n(-c5ccccc5)c(=O)n43)N=C2NC(=O)c2ccccc2)c(OC)c1
[26] CN(C)S(=O)(=O)N1CCC(n2nccc2NC(=O)CCc2ccccc2)CC1
[27] CCOC(=O)c1cc(-c2ccc(C)cc2)n(CCC(=O)NCCCOC)c1C
[28] COC(=O)c1c(NC(=O)CSc2nc3nc(C)cc(C)n3n2)sc(C)c1C
[29] COc1cc(NC(=O)c2ccc(F)cc2)ccc1NC(=O)c1cc2ccccc2o1
[30] COc1ccccc1C(=O)NCCC(=O)NC1=NCCS1
[31] Cc1ccc(CNc2ccc(N3C(=O)CCCC3=O)cc2[N+](=O)[O-])cc1
[32] CCOC(=O)C1=C(C)N(c2ccccc2)C(=O)C1

Assay by compound,25,26,27,28,29,30,31,32
DAX1 inh-1,-0.6,0.0,-0.7,-0.4,0.6,0.8,0.1,-0.1
SMARCA2 act,-4.4,1.2,-2.6,-0.6,-1.9,-1.3,-3.6,1.3
sPLA2-III inh,17.8,-3.2,-0.3,-0.2,-1.2,7.2,9.2,-39.8
GAA850 FXN act,.,2.8,-0.1,0.9,1.7,0.4,-0.7,1.0
DAX1 inh-2,.,1.0,-0.7,-0.3,-0.8,0.0,-0.5,0.1
ADAM10 inh,9.2,-2.6,-9.3,3.7,-9.7,-5.2,0.0,-7.3
GC-B act,4.8,-4.1,2.0,1.6,-3.0,4.6,6.5,1.8
hgDAF-12 ag,1.5,-0.2,-1.7,-1.4,-0.7,-3.1,-1.4,1.4
GC-A act,-1.4,1.7,2.9,-0.2,-0.7,-1.8,2.6,1.6
ssDAF-12 act,-1.6,-1.4,-1.0,-1.0,-1.2,-0.8,-1.4,-0.8
hcDAF-12 act,-2.5,-0.2,-2.7,-2.5,-0.5,1.1,-0.2,-1.5

Quoted at random: two entries already listed, in no set order.
[28] COC(=O)c1c(NC(=O)CSc2nc3nc(C)cc(C)n3n2)sc(C)c1C
[31] Cc1ccc(CNc2ccc(N3C(=O)CCCC3=O)cc2[N+](=O)[O-])cc1

Assay by compound,28,31
DAX1 inh-1,-0.4,0.1
SMARCA2 act,-0.6,-3.6
sPLA2-III inh,-0.2,9.2
GAA850 FXN act,0.9,-0.7
DAX1 inh-2,-0.3,-0.5
ADAM10 inh,3.7,0.0
GC-B act,1.6,6.5
hgDAF-12 ag,-1.4,-1.4
GC-A act,-0.2,2.6
ssDAF-12 act,-1.0,-1.4
hcDAF-12 act,-2.5,-0.2

Next part:
[33] O=C(OCCOCCOC(=O)Oc1ccccc1)Oc1ccccc1
[34] Cn1cc(SCC(=O)NCCc2ccccc2)c2ccccc21
[35] CCOc1ccc(-n2nc3c(Cl)nnc(C)c3c2C)cc1
[36] O=C(CCCOc1ccc(Br)cc1)Nc1nnc(C2CC2)s1
[37] CCOCc1c(C(=O)Nc2ccccc2N2CCN(C)CC2)oc2ccccc12
[38] CCOC(=O)C(C)N1C(=O)S/C(=C/c2ccc3c(c2)n(C)c(=O)n3C)C1=O (stereo not given)
[39] FC(F)(F)c1ccccc1NC(=S)Nc1ccccc1
[40] COC(=O)/C=C1\N/C(=N\c2nc(C)cc(C)n2)N(c2ccccc2)C1=O

Assay by compound,33,34,35,36,37,38,39,40
DAX1 inh-1,0.2,0.2,-0.2,-1.3,-6.5,0.0,-0.3,-0.5
SMARCA2 act,-3.1,4.3,1.0,-4.2,-0.9,-0.1,-0.8,1.5
sPLA2-III inh,-11.4,-2.0,13.3,9.7,-10.6,-0.1,16.4,-5.3
GAA850 FXN act,0.8,1.3,-2.0,-1.4,1.0,3.4,1.9,1.7
DAX1 inh-2,2.2,-2.2,-1.5,1.2,-3.4,0.1,0.6,.
ADAM10 inh,-1.9,11.4,-10.2,2.4,-2.3,-13.6,-3.3,3.9
GC-B act,-2.6,-4.5,-0.8,0.2,-2.9,6.6,-8.0,3.9
hgDAF-12 ag,0.8,-0.2,-0.7,-0.1,-0.5,0.8,-0.9,0.0
GC-A act,0.5,-6.3,-2.0,-0.1,2.2,4.6,5.3,0.9
ssDAF-12 act,-1.0,0.8,-1.6,-1.3,0.3,-1.4,-0.3,-0.6
hcDAF-12 act,0.5,-0.8,-3.3,-0.6,3.0,-1.9,0.7,-0.1

[41] Nc1nc(CN2CCN(c3cccc(Cl)c3)CC2)nc(N2CCCc3ccccc32)n1
[42] CC(C)CC1C(=O)N(Cc2cn(CCC3OCCCO3)nn2)CCS(=O)(=O)N1Cc1ccc(-c2cccc(N(C)C)c2)cc1 (stereo not given)
[43] N#Cc1cc(-c2ccccc2)nc(NN)n1
[44] COc1ccc(C)cc1S(=O)(=O)NCC(c1cccnc1)N1CCc2ccccc2C1 (stereo not given)
[45] CCn1c(SCC(=O)OC)nnc1C1CCCCC1

Assay by compound,41,42,43,44,45
DAX1 inh-1,-0.3,1.2,-0.8,0.8,0.2
SMARCA2 act,0.2,-4.4,-3.7,-1.2,-2.0
sPLA2-III inh,-5.9,-9.7,-5.8,-16.2,7.5
GAA850 FXN act,-0.6,-1.8,-1.0,3.3,-0.7
DAX1 inh-2,-0.1,3.0,-3.4,0.5,0.5
ADAM10 inh,6.6,-11.3,6.2,-5.0,-1.5
GC-B act,0.2,-3.1,1.7,-7.4,0.1
hgDAF-12 ag,0.5,-0.3,-2.7,0.6,-0.9
GC-A act,-6.6,0.6,-2.3,-5.4,2.4
ssDAF-12 act,-0.9,-0.8,-1.9,-1.1,-1.0
hcDAF-12 act,0.3,-0.8,-1.1,3.5,-2.4
